Screens deposited in PubChem by The Scripps Research Institute Molecular Screening Center.
CHO parental Ca = signal in parental CHO cells, OX1R antagonist counter-screen. AID 463079. 0.63% of 330,000 active. inhibition, % at 5.6 µM. parental CHO-K1, ATP-induced calcium, Fluo-8 fluorescence;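 active = inhibition above that plate's mean sample inhibition plus 3 SD, cut at about 26% in these data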;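 note: 0% = ATP-challenged DMSO wells and 100% = DMSO wells without ATP; some compounds past the cut are filed as inactive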
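Assay system – parental CHO cells · Reagent – ATP stimulus · Detection – intracellular calcium via Fluo-8 no-wash fluorescent dye · Evaluation – percent inhibition of ATP-evoked calcium rise, normalized to controls · Controls – ATP wells versus no-ATP DMSO wells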
OXTR potentiator = potentiates the human oxytocin receptor response; activation, % at 3 µM; 0.061% of 320,000 active; CHO-OTR cells, Fluo-8 calcium fluorescence, potentiator mode; 0% = oxytocin EC15, 100% = EC100;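 active = activation above that plate's cutoff, the mean activation of tested compounds plus 3 SD, cut at about 6.6% in these data, passing the limit was not always enough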;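 note: 100% uses oxytocin at 75 nM as the full agonist control; some results filed as inactive read as strong as hits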
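System: human OTR in CHO cells; Also added: sub-maximal oxytocin, roughly EC15; Timing: compound 6 min at room temperature before oxytocin, 100 s read; Technique: Fluo-8 intracellular calcium fluorescence, ex 470-495, em 515-575 nm; Controls: oxytocin EC15 low and EC100 high; Replication: singlicate.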
M1 antag = blocks human M1 muscarinic receptor. P11229. CHO-K1 hM1, Fluo-8 calcium fluorescence, ACh EC80 antagonist. inhibition, % at 3 µM. 1.3% of 360,000 active. AID 588852;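 active = percent inhibition above its own plate's cutoff, namely the mean of that plate's compound wells plus 3 SD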;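 note: peak over basal fluorescence ratio during 140 s after agonist addition; 0% = ACh EC80 plus DMSO and 100% = DMSO alone without agonist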
CHRM1 agonist = human M1 muscarinic receptor agonism; P11229; CHO-K1 hM1, Fluo-8 calcium fluorescence, agonist mode; 0% DMSO, 100% acetylcholine EC100; activation, % at 3 µM; 0.33% of 360,000 active;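 active = activation above the run's mean compound activation plus 3 SD, cut at about 16% in these data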;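 note: peak over basal fluorescence ratio within a 140 s kinetic read after compound addition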
V1aR counter = counter-screen for oxytocin receptor agonists: human V1a receptor agonists | P37288 | 0.25% of 320,000 active | activation, % at 3 µM | CHO-V1R cells, Fluo-8 calcium fluorescence, agonist mode; 0% DMSO, 100% 3 nM vasopressin;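 active = activation above the mean activation of all tested compounds plus 3 SD, per screening run, cut at about 20% in these data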;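 note: signal is peak over basal fluorescence ratio across a 100 second FLIPR read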
Target sequence (P37288 whole entry, looked up): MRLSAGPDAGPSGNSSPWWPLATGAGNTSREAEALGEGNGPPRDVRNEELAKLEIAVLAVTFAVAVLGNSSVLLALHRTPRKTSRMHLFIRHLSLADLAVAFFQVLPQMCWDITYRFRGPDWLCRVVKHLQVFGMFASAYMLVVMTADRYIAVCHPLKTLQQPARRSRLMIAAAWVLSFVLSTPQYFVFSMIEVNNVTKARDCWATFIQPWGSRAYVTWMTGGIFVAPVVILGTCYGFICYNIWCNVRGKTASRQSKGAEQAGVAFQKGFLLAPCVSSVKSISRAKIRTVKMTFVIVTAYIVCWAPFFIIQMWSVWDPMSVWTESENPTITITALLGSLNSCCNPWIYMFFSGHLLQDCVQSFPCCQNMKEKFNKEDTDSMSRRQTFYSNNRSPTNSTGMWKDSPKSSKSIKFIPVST
OXTR ag = human OXTR agonism | P30559 | CHO-OTR cells, Fluo-8 calcium fluorescence; normalized: DMSO 0%, oxytocin 100% | activation, % at 3 µM | 0.32% of 320,000 active;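 active = activation above the mean of all tested compounds plus 3 SD, cutoff set per screening run, cut at about 20% in these data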;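 note: peak over basal fluorescence ratio from a 100 s FLIPR kinetic read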
TAAR1 antagonist = human TAAR1 antagonism; Q96RJ0; CHO RD-HGA16 TAAR1, Fluo-8 calcium fluorescence, antagonist; inhibition, % at 3 µM; 1.5% of 360,000 active; AID 624466;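 active = inhibition above a per-plate cutoff, the mean inhibition of test compounds on that plate plus 3 SD, cut at about 49% in these data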;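 note: 0% = DMSO plus EC80 beta-PEA response and 100% = DMSO alone without agonist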
Target sequence (Q96RJ0 whole entry, looked up): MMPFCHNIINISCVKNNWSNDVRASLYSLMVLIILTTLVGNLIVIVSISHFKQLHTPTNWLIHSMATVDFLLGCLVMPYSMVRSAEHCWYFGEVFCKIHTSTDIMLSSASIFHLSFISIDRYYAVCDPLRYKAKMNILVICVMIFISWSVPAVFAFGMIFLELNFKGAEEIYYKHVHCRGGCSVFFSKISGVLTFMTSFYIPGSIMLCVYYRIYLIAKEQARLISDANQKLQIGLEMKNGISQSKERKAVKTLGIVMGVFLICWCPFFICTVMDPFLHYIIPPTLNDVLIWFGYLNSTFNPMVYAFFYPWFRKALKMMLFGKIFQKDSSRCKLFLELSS
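System: RD-HGA16 CHO cells with stable hTAAR1 and Gα16 | Probe or stimulus: EC80 β-phenethylamine stimulus | Dosing: 3 µM, single point | Times: Dye loading 75 min at 37 °C, then 30 min room temperature | Measured by: Fluo-8 calcium-sensitive fluorescence | Read-out basis: % inhibition of agonist calcium response | Replicates: n of 1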
TAAR1 ag = agonists of human TAAR1. Q96RJ0. activation, % at 3 µM. CHO RD-HGA16 TAAR1, Fluo-8 calcium fluorescence; vehicle wells 0%, saturating PEA agonist 100%. 0.99% of 360,000 active;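 active = activation above the mean activation of all test compounds in the run plus 3 SD, cut at about 38% in these data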
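Assay system: CHO-derived RD-HGA16 cells with stable Gα16 and human TAAR1; timing: 17-24 h seeding, 75 min 37 °C dye, 30 min RT; read-out: % activation from peak over basal fluorescence ratio, DMSO-to-PEA scaled; measured by: kinetic Fluo-8 calcium fluorescence; benchmarks: low control DMSO, high control PEA (EC100); doses: 3 µM single concentration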
M1 PAM = potentiates human M1 receptor response to acetylcholine; CHO-K1 hM1, Fluo-8 calcium fluorescence, ACh EC20; 0% = ACh EC20, 100% = maximal ACh; activation, % at 3 µM; 0.088% of 360,000 active; in the data active = activation above about 19%, passing the limit was not always enough
The depositor's hits bear a star; . = not tested or not shown.

SMILES | CHO parental Ca | OXTR potentiator | M1 antag | CHRM1 agonist | V1aR counter | OXTR ag | TAAR1 antagonist | TAAR1 ag | M1 PAM
Cc1cccc(NC(=O)[C@@H]2CCCN2S(=O)(=O)c2ccc(Cl)cc2)c1 | -22 | 0 | -11 | -5 | -1.0 | -1.9 | -20 | 6 | 4
CC(C)(C)C(=O)NNc1nc(-c2ccccc2)c2cc(Br)ccc2n1 | -36 | -6 | -6 | -8 | -0.9 | -1.6 | 9 | -1 | 10
O=C(CCCOc1ccc(Cl)cc1Cl)N1CCc2ccccc2C1 | -20 | -5 | -7 | -3 | 1.3 | -1.3 | 12 | 9 | 1
Cc1csc(=O)n1CCC(=O)OCC(=O)NNC(=O)c1ccc(Cl)cc1 | . | . | -9 | 3 | . | . | 6 | 0 | 16
CCOc1ccc(NC(=O)C(=O)NCCN2CCN(C(=O)c3ccc(C)cc3)CC2)cc1 | -11 | -13 | -10 | -2 | 7.3 | 3.5 | -1 | 6 | 5
CCc1nnc(N/N=C/c2cc(Br)c(O)cc2O)n1N | -2 | 4 | -18 | -1 | 0.5 | 0.8 | -15 | 7 | 16
O=C1CCCN1CCC(=O)N1CCCC(CO)(Cc2ccccc2)C1 (stereo not drawn) | -7 | -2 | -10 | -1 | 5.6 | 0.2 | -27 | 2 | 10
Cc1n[nH]c(C)c1CS(=O)(=O)c1ccccc1 | -6 | 3 | 3 | -4 | 1.1 | -0.6 | -3 | 0 | -5
O=C(N/N=C/c1ccc(N2CCOCC2)s1)c1ccc(NS(=O)(=O)c2cccs2)cc1 | -3 | -8 | -5 | -7 | -0.2 | -0.6 | 7 | -1 | 6
O=C(OCC(=O)N1CCc2ccccc2C1)c1cc(=O)[nH]c2ccccc12 | -15 | 0 | -25 | -2 | -0.3 | -1.1 | 15 | 8 | 3
CC(C)(C)c1cc(N)on1 | -4 | 11 | -2 | -3 | 0.4 | 2.7 | -6 | 0 | 10
COc1ccc(C(=O)NC2=C(C#N)CCC2)cc1OC | 6 | 3 | -17 | -2 | 0.0 | 0.2 | 0 | 5 | 6
COCCOC(=O)c1c(C)oc2ccc(NS(=O)(=O)c3ccc(C)cc3)cc12 | -30 | -3 | 3 | -1 | 2.6 | 1.0 | 2 | -3 | -2
C[C@@H]1CN([C@H](C)CO)C(=O)Cc2cc(NS(=O)(=O)c3cn(C)cn3)ccc2O[C@H]1CN(C)S(=O)(=O)c1ccc(Cl)cc1 | -12 | 1 | -10 | -9 | 1.3 | 1.3 | -3 | 1 | 2
COC(=O)C1=C(C)N(C)C(C)=C(C(=O)OC)C1c1ccc(Cl)cc1 | -45 | -15 | -21 | -6 | -1.7 | -1.7 | 32 | 4 | 0
Cc1c(C(=O)N2CCN(S(C)(=O)=O)CC2)oc2ccccc12 | -17 | 0 | -3 | -1 | 0.3 | 0.7 | 13 | 4 | -2
Cc1cc(NC(=O)CSc2n[nH]c(CC(C)C)n2)no1 | -8 | -5 | -13 | -1 | 0.0 | -0.4 | -19 | 1 | 8
CC(C)Oc1ccc(NC(=O)CCC(=O)O)cc1 | 1 | 2 | -12 | -5 | 0.9 | 2.8 | -4 | 22 | 10
CO/N=C/C(NC(=O)c1ccc(C(F)(F)F)cc1)C(=O)OC (stereo not drawn) | 3 | -7 | 21 | -2 | 0.0 | 0.6 | -9 | 0 | 6
COc1cccc(NC(=O)CN2C(=O)NC(Cc3c[nH]c4ccccc34)C2=O)c1 (stereo not drawn) | 8 | -6 | -8 | -1 | 0.4 | -0.4 | -11 | 7 | 7
O=C(/C=C/c1ccc([N+](=O)[O-])cc1)/C=C/c1ccco1 | 8 | -1 | -10 | 5 | 2.3 | 1.0 | -5 | 2 | 14
NC(=O)CC(NC(=O)Cc1cccc2ccccc12)c1ccc(N2CCc3ccccc3C2)c([N+](=O)[O-])c1 (stereo not drawn) | -16 | -4 | -6 | -5 | 1.2 | 0.5 | 1 | 20 | 7
Cc1ccc(C)c(Oc2ccc(S(=O)(=O)N3CCN(C)CC3)cn2)c1 | -12 | -3 | -12 | -2 | -0.4 | 0.3 | -5 | 3 | 7
COc1ccc(CCNS(=O)(=O)c2cc3c4c(c2)CCN4C(=O)CC3)cc1 | -20 | -7 | 26 | 0 | 0.6 | 0.5 | -14 | 2 | -8
Cc1ccc(COC(=O)CCCN=C2NS(=O)(=O)c3ccccc32)cc1 | -8 | -18 | -4 | 3 | 11 | 12 | -9 | 19 | 5
SMILES | CHO parental Ca | OXTR potentiator | M1 antag | CHRM1 agonist | V1aR counter | OXTR ag | TAAR1 antagonist | TAAR1 ag | M1 PAM
Clc1cccc(N2CCN(Cc3ccc(Br)o3)CC2)c1 | . | . | -4 | -5 | . | . | 12 | 5 | -2
CS(=O)(=O)c1ccccc1-c1nnc(NC(=O)C2=COCCO2)o1 | -19 | -2 | -3 | -2 | 0.6 | 0.6 | -15 | 0 | 3
COCc1cccc(-c2csc(C(O)c3ccc(F)cc3)n2)c1 (stereo not drawn) | . | . | -2 | -2 | . | . | -11 | -1 | -4
CCCOc1ccc(N2C(=O)C3ON(c4ccccc4)C(c4ccc(O)c(OC)c4)C3C2=O)cc1 (stereo not drawn) | -14 | -17 | 3 | -3 | -0.7 | -1.3 | 27 | 8 | -2
Cc1ccc(-c2nnc(NC(=O)c3ccco3)s2)cc1 | -1 | -4 | -5 | -1 | 3.6 | 5.8 | 14 | 11 | 5
COc1cc(NS(=O)(=O)c2ccc(NC(=S)NC(=O)c3ccco3)cc2)ncn1 | -11 | -4 | 4 | -6 | 0.0 | 0.5 | 1 | 5 | -2
COc1ccc(Cc2nnc(NC(=O)CS(=O)(=O)c3ccccc3)s2)cc1OC | 3 | -12 | 4 | 1 | 1.5 | 0.5 | -12 | 0 | 0
COc1ccccc1C(=O)COC(=O)c1ccc(N(C)C)cc1 | 0 | -14 | 10 | -2 | -0.3 | -1.1 | 23 | 8 | -2
CCN1C(=O)[C@H]2[C@@H](c3ccc(OC)cc3)N[C@]3(CCCN(CC4CCCCC4)C3=O)[C@H]2C1=O | . | . | 8 | -1 | . | . | -7 | 1 | -3
O=C(O)/C=C/C(=O)Nc1ccc(SC(F)(F)F)cc1 | -4 | -8 | 3 | -3 | 2.0 | 1.1 | 6 | 5 | 0
CCCCn1c(N)c(N(CCOC)C(=O)c2ccc(N3C(=O)c4ccccc4C3=O)cc2)c(=O)[nH]c1=O | . | . | 4 | -4 | . | . | -13 | 7 | -1
Cn1c(N)c(-c2nc3cccnc3n2C)sc1=S | 10 | -9 | 15 | -2 | -1.4 | -0.8 | -23 | 5 | -3
CCCCn1c(SCC(=O)N2CCCCC2C)nc2cc(S(N)(=O)=O)ccc21 (stereo not drawn) | -19 | -5 | -37 | -8 | 0.9 | -0.5 | -13 | 7 | 8
CCCCS(=O)(=O)Nc1ccc2c(c1)ncn2C1CCCCC1 | -14 | -5 | 0 | -2 | 2.9 | 3.1 | 7 | 6 | -4
CC1CN(CCOc2ccc(Cl)c(Cl)c2)CC(C)O1 (stereo not drawn) | -14 | -5 | 3 | -8 | 6.0 | 1.6 | -20 | 4 | -3
CCOC(=O)N1CCN(C(=O)/C=C/c2ccc(OC)c(OC)c2)CC1 | -13 | -6 | -15 | -3 | 0.2 | -0.2 | 5 | -1 | 9
CC(C)(CCO)NC(=S)NC1CC2C=CC1C2 (stereo not drawn) | -5 | -8 | -17 | -4 | 0.6 | 0.3 | -16 | 2 | 6
NS(=O)(=O)c1ccc(NC(=O)COC(=O)c2ncc(Cl)c(Cl)c2Cl)cc1 | -7 | 2 | -7 | -3 | 1.4 | 0.5 | 13 | 2 | 4
C=CCNC(=O)CC(C)C(CCCCC)C(=O)O (stereo not drawn) | -6 | -19 | -5 | -2 | 1.5 | 0.1 | -10 | 6 | 7
O=C(NC1CC1)C1=C[C@@H](C2CCCCC2)C[C@@H](OCCCCO)O1 | -23 | -3 | 7 | -3 | -0.4 | -0.6 | 17 | 7 | 5
CC1=NN(c2ccccc2)C(=O)/C1=C/c1c(O)n(-c2ccc(F)cc2)[nH]c1=O | 8 | -8 | -9 | 4 | 0.5 | -2.1 | -2 | 5 | 16
Nc1nnc(SCCCC(=O)c2ccc(F)cc2)s1 | -14 | 6 | -2 | 0 | 3.1 | 4.4 | 12 | 1 | 3
COc1ccc(C2(O)CC3CCC(C2)N3c2cc(C)nc(-c3ccccc3)n2)cc1 (stereo not drawn) | -31 | -6 | -16 | -6 | -0.6 | -0.9 | 17 | 6 | -7
Cc1ccc(C(=O)NCCN2C3=NC[C@H](Cc4ccc(O)cc4)N3C[C@H]2Cc2ccc(O)cc2)cc1Br | -4 | -12 | 19 | -11 | -0.4 | 0.2 | -22 | 10 | -15
O=c1c2ccccc2c(C=Nc2ccccc2O)c(O)n1-c1nccs1 | -4 | -3 | 3 | 0 | 2.9 | 2.1 | 29 | 9 | -2
O=C(c1noc2c1CCc1ccccc1-2)N1CCOCC1 | -5 | -8 | -5 | -5 | -0.4 | 0.0 | 12 | 11 | 13
CCOc1ccc(S(=O)(=O)N2CCN(C)CC2)cc1NC(=O)c1ccccc1F | -24 | 2 | -22 | -10 | 0.6 | 0.1 | -17 | -3 | 17
COCCNC(=O)CCc1nnc(Cc2ccc(-c3ccccc3)cc2)o1 | -5 | -2 | -5 | -3 | 0.9 | 2.1 | -21 | 1 | 0
Cc1occc1-c1nnc(SCCCC(=O)c2ccc(F)cc2)n1C | -27 | -5 | 26 | -5 | 7.1 | 5.3 | 11 | 13 | -8
O=C(CCNC(=O)c1ccccc1Cl)Nc1ccc(S(=O)(=O)Nc2ncccn2)cc1 | 2 | 0 | -2 | -2 | 1.1 | 1.1 | -13 | 0 | 5

Quoted at random: 5 records from the list.
SMILES | CHO parental Ca | OXTR potentiator | M1 antag | CHRM1 agonist | V1aR counter | OXTR ag | TAAR1 antagonist | TAAR1 ag | M1 PAM
CC(C)(CCO)NC(=S)NC1CC2C=CC1C2 (stereo not drawn) | -5 | -8 | -17 | -4 | 0.6 | 0.3 | -16 | 2 | 6
O=C(c1noc2c1CCc1ccccc1-2)N1CCOCC1 | -5 | -8 | -5 | -5 | -0.4 | 0.0 | 12 | 11 | 13
O=C(O)/C=C/C(=O)Nc1ccc(SC(F)(F)F)cc1 | -4 | -8 | 3 | -3 | 2.0 | 1.1 | 6 | 5 | 0
CC(C)(C)C(=O)NNc1nc(-c2ccccc2)c2cc(Br)ccc2n1 | -36 | -6 | -6 | -8 | -0.9 | -1.6 | 9 | -1 | 10
Cc1cc(NC(=O)CSc2n[nH]c(CC(C)C)n2)no1 | -8 | -5 | -13 | -1 | 0.0 | -0.4 | -19 | 1 | 8
